Assay outcomes: PubChem BioAssay, Icahn School of Medicine at Mount Sinai
RBX1-CUL1 inh: inhibitors of human ROC1-CUL1 ubiquitin ligase activity; E3 ubiquitin-protein ligase RBX1 (Homo sapiens) + Cullin-1 (Homo sapiens), P62877+Q13616; in vitro K48 di-Ub FRET, acceptor:donor ratio, 45 min; inhibition, % at 10 µM; 0.6% of 140,000 active; in the data active = inhibition above about 25%
Target sequence (P62877 whole entry, looked up): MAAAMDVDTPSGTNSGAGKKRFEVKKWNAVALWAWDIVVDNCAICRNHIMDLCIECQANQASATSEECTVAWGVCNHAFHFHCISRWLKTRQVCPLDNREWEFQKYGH
Target sequence (Q13616 whole entry, looked up): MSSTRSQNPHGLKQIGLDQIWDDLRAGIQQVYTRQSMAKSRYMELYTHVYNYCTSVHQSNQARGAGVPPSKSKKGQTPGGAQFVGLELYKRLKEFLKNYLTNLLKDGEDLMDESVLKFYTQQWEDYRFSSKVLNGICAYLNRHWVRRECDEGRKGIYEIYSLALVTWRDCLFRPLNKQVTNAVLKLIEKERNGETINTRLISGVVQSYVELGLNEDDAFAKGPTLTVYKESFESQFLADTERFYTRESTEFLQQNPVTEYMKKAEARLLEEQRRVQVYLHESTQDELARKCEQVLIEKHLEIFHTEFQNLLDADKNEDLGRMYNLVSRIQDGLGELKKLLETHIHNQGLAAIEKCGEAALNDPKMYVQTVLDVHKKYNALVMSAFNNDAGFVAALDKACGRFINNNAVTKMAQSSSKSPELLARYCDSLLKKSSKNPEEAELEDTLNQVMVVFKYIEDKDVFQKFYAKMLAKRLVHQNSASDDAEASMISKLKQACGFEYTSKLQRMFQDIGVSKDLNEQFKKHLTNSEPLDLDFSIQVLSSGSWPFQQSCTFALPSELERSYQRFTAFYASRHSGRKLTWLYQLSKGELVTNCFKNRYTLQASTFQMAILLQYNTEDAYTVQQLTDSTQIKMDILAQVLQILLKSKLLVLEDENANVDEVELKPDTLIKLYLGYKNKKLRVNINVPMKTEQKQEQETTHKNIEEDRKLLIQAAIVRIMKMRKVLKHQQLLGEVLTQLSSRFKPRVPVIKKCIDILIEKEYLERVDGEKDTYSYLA
An asterisk follows results filed as active.

SMILES	RBX1-CUL1 inh
COc1cccc(CNC(=O)N=C2CN(CC(C)C)C(=O)c3ccccc32)c1	9
CC(C)C(=O)Nc1ccc2nn(-c3ccc(Cl)cc3)nc2c1	-1
CCOC(=O)c1ccccc1NC(=O)CSc1nc2ccncc2[nH]1	-2
CCCc1c(C(=O)Nc2ccccc2C)nnn1-c1ccccc1	4
CC(C)(C)C(=O)Nc1ccc(N2CCN(C(=O)C(C)(C)C)CC2)cc1	-3
O=C(COC(=O)c1cccc(N2COc3ccc4ccccc4c3C2)c1)Nc1ccc(F)cc1	6
COc1ccc(/C=C\C(=O)NC2CC(=O)N(c3ccccc3)C2)cc1OC (stereo unspecified)	-11
FC(F)(F)c1cccc(N2CCN(/C=C/c3nnnn3-c3ccccc3)CC2)c1	-6
O=C(O)CNc1nc(-c2ccccc2)nc2ccccc12	-1
COC(=O)c1c(NC(=O)CCC(=O)O)sc(C)c1-c1ccc(C(C)C)cc1	18
CC(Oc1ccccc1F)C(=O)N(Cc1ccc(N(C)C)cc1)C1CCS(=O)(=O)C1 (stereo unspecified)	6
CCCc1[nH]nc2c1C(c1cccc(OCc3c(Cl)cccc3Cl)c1)C(C#N)C(=N)O2 (stereo unspecified)	5
O=C(O)CCCCCN1C(=O)c2c(Br)c(Br)c(Br)c(Br)c2C1=O	5
CCc1cc(=O)oc2c3c(c(Cl)cc12)OCN(Cc1cccc(OC)c1)C3	1
Cc1ccc(C)c(NS(=O)(=O)c2cccc(C(=O)O)c2)c1	4
CC(C(=O)N1CCCCC1)N1c2cccc3cccc(c23)S1(=O)=O (stereo unspecified)	-2
CC(Cc1ccccn1)NC(=O)CN1Cc2ccccc2OC(c2ccccc2F)C1 (stereo unspecified)	2
CCC1CCc2c(sc(NC(=O)C3c4ccccc4Oc4ccccc43)c2C(=O)OC)C1 (stereo unspecified)	-5
Cc1ccc2c(c1)C(=O)C(=O)N2Cc1ccc(OC(C)C)cc1	-6
CS(=O)(=O)N1CCc2cc(C(=O)Nc3ccccc3)ccc21	1
O=C(c1cc(Cl)ccc1[N+](=O)[O-])n1cnc2ccccc21	0
COc1cccc(Sc2ccc(CN(C)C)cc2)c1	-3
Cc1nc2ccc(Cl)cc2c(-c2ccccc2)c1C(=O)O	-4
O=C(OCCOCCN=C1C(=O)c2ccccc2C(=O)C1Cl)c1ccc(Cl)cc1 (stereo unspecified)	4
CCOC(=O)c1c(C)[nH]c(C)c1S(=O)(=O)NCC(=O)Nc1cccc(SC)c1	-5
Cc1ccccc1N1C(=O)/C(=C/c2cn(CC(=O)O)c3ccccc23)C(=O)NC1=S	18
O=C(NC(Cc1ccccc1)C(=O)NCCSc1ccccc1)c1ccccc1 (stereo unspecified)	0
Cc1cccc(NC(=O)c2sc3nc4c(cc3c2N)CCCCC4)c1C	-13
O=C(CNCc1cccnc1)Nc1sc2c(c1C(=O)Nc1ccc(Br)cc1)CCCC2	-6
O=C(c1cccc(Cl)c1)N1N=C2/C(=C/c3ccco3)CCCC2C1c1ccco1 (stereo unspecified)	-7

(listing goes on)
SMILES	RBX1-CUL1 inh
COc1cccc(C(c2c[nH]c3ccccc23)c2c[nH]c3ccccc23)c1	-4
CCc1ncc(CNCc2cccnc2Oc2ccccc2)cn1	8
CSc1ccc(NC(=O)c2sc3nc(N)c(C#N)cc3c2N)cc1	-6
CC1=C(C(=O)NCCc2ccc(Cl)cc2)C2(CCCCC2)OC1=O	4
O=C(N/N=C/c1ccc(O)cc1)c1ccc(N2Cc3ccccc3C2)cc1	-4
COc1ccc(N2C(=O)CS(=O)(=O)C23C(=O)N(Cc2cccc(F)c2)c2ccccc23)cc1OC (stereo unspecified)	3
CCOC(=O)N1CCN(CC(O)COC2CC(C)CCC2C(C)C)CC1 (stereo unspecified)	-2
c1coc(Cn2c(SCc3nc4ccccc4[nH]3)nnc2-c2cnccn2)c1	10
CS(=O)(=O)N1CCN(c2ncccn2)CC1	-9
O=C(O)CCCOc1ccc2c(c1)OCO2	0
Cc1cc(C)c(NC(=O)Cn2c(=O)n(CCCCC(=O)NCc3ccccc3Cl)c(=O)c3ccccc32)c(C)c1	-2
CC(C)Oc1ccc(CNC(=O)c2ccc(CN3CC(=O)N4CCCCC4C3=O)cc2)cc1 (stereo unspecified)	-7
COc1ccc(NC(=O)N2CCN(Cc3cccc(Cl)c3)CC2)cc1	-2
c1ccc2c(CNCC3CCNCC3)cccc2c1	2
O=C(CCC1N=C2c3ccccc3N=C(SCC(=O)Nc3ccccc3F)N2C1=O)NCc1ccco1 (stereo unspecified)	3
Clc1ccc(CNc2ccc(CNc3ncn[nH]3)cc2)c(Cl)c1	4
Cc1cc(C)cc(NC(=O)Cn2nnc(C(=O)NCCc3ccccc3)c2N)c1	0
O=C(c1ccc(Cl)cc1)n1nc(-c2ccccc2)oc1=O	6
COc1ccc(CNC(=O)CCc2c(C)nc3cc(-c4ccc(OC)cc4OC)nn3c2C)cc1	-7
Cc1cc(Cl)ccc1NC(=O)CN1C(=O)COc2ccc(S(=O)(=O)N3CCC(C)CC3)cc21	-3
Nc1c(C(=O)Nc2ccccc2OC(F)(F)F)sc2nc3c(cc12)CCCCC3	-16
N#CC1C(=N)Oc2c(c(=O)[nH]c3ccccc23)C1c1cncc(-c2ccc(F)cc2)c1 (stereo unspecified)	6
CC(C)CN1CCC(CN(C)C(=O)c2cc(COc3c(F)cccc3F)on2)CC1	2
COc1cc(/C=C2\C(=O)NN(c3ccccc3)C2=O)cc(Cl)c1OCCCOc1cccc(C)c1	23
COc1cccc(-n2c(SCC(=O)Nc3ccc(F)cc3F)nc3c([nH]c4ccccc43)c2=O)c1	-5
O=C(Nc1ccccc1Oc1cccnc1)C1CCCN(Cc2cccnc2)C1 (stereo unspecified)	-1
Cc1ccc(C)c(C(=O)CSc2nnc(-c3ccccc3)o2)c1	-5
O=S(=O)(c1cccc(C(F)(F)F)c1)N1CCN(Cc2ccc3c(c2)OCO3)CC1	1
O=C(NC1CCOC1)c1cn(Cc2ccccc2F)nn1 (stereo unspecified)	4
Cc1ccc(C2CC(=O)N(Cc3ccccc3F)c3c2c(C)nn3-c2nc(C)cc(C)n2)cc1 (stereo unspecified)	3

(more compounds)
SMILES	RBX1-CUL1 inh
CC(C)(CN1CCCCCC1=O)C(O)C(=O)NC1CCCCC1 (stereo unspecified)	-2
C1CCCN(c2nc3nonc3nc2NCCN2CCOCC2)CC1	-4
O=C(O)CCC(=O)Nc1ccc(C(=O)OCC(=O)c2ccc(Cl)cc2Cl)cc1	-7
COc1ccc(Cl)cc1NC(=O)c1cnc(SC)nc1-c1ccccc1	9
CN(Cc1cccnc1)c1nccc(-c2cnn(-c3ccc(F)cc3)c2)n1	4
COc1cccc(CC(C2CCN(C(=O)c3csc(C)n3)CC2)N(C)C(=O)c2ccsc2)c1 (stereo unspecified)	9
CSCCCNC(=O)CC1C(=O)NCCN1Cc1cccnc1 (stereo unspecified)	10
[O-][n+]1cc(Br)cc(Br)c1	1
Cc1cnsc1Br	11
CCOc1ccc(NC(=O)c2ccc3c(SCC(=O)O)c4c(nc3c2)CCC4)cc1	1
CCn1cc(S(=O)(=O)c2ccc(OC)cc2)c(=O)c2cc(F)c(N3CCC(C)CC3)cc21	4
CCCc1nn(C)c(C(=O)Nc2cccc(Cl)c2)c1Cl	6
COc1cc(CN2Cc3ccccc3OC(c3ccccc3F)C2)cc(OC)c1O (stereo unspecified)	7
Cc1cc(S(=O)(=O)N2CCC(C(N)=O)CC2)c(C)cc1Cl	-1
COc1cccc(NC(=O)CSc2ncnc3sc4c(c23)CCC4)c1	1
CN(C)c1ccc(CNC(=O)CN2C(=O)CCn3nc(-c4cn(C)c5ccccc45)cc32)cc1	-8
CCOc1cc(CNn2cnnc2)ccc1OCC(=O)NC1CCCCC1	1
O=C(O)c1cccc(N2N=C(c3ccccc3)CC2=O)c1	-2
Cc1ccccc1CC1(CO)CCCN(C(=O)CN2CCOC2=O)C1 (stereo unspecified)	2
CCOc1cc(CNC(=O)NC2COc3ccccc3C2)cc(OCC)c1OCC (stereo unspecified)	0
Cc1cc([N+](=O)[O-])c(-c2ccc(/C=C(\C#N)c3nc4ccccc4[nH]3)o2)cc1Cl	5
O=C1ON=C(c2ccccc2)/C1=C/c1ccc(-c2ccc(Br)cc2)o1	18
COc1ccc(NC(=O)CCC2CCCC2)cc1	6
N#CC1C(=N)Oc2n[nH]c(-c3ccccc3Cl)c2C1c1ccc2c(c1)OCO2 (stereo unspecified)	-1
COc1ccc(N2CCN(c3csc4ccc(Cl)cc4c3=O)CC2)cc1	-5
O=C1NC2(O)CC(C3COC2O3)[C@@H]1[N+](=O)[O-] (stereo partly specified)	4
O=C(O)C1CCCCC1C(=O)NCc1ccccn1 (stereo unspecified)	-5
CCSc1nnnn1-c1cccc(C(=O)O)c1	1
Cc1ccc(F)cc1NC(=O)Cn1c(=O)nc(-c2ccccc2F)c2cc(Cl)ccc21	-6
O=C(NC(=S)NCc1ccc(F)cc1)C12CC3CC(CC(C3)C1)C2	-3

The listing continues:
SMILES	RBX1-CUL1 inh
Cc1ccc(SCCC(=O)NC(C)C)cc1	-9
CN1CCN(c2ccc(NC(=O)c3cccs3)cc2)CC1	10
CCOc1ccc(NC(=O)Cn2c(=O)n(Cc3ccc4c(c3)OCO4)c(=O)c3ccc(C(=O)NC4CCCCC4)cc32)cc1	-1
Cc1ccc(NC(=O)C(=O)NCC(c2cccnc2)N2CCN(C)CC2)cc1C (stereo unspecified)	-6
COC(=O)c1ccccc1NC(=O)NS(=O)(=O)c1ccc(C)cc1	-4
COCCn1cc(-c2csc(N)n2)c2ccccc21	-13
Nc1ccccc1C(=O)OCC(=O)Nc1ccc2c(c1)OCO2	4
COc1cc2c(cc1NC(=O)COc1ccc(Cl)cc1C1CCCCC1)oc1ccccc12	-6
CC(=O)Nc1ccc(NC(=O)Cn2c(=O)ccc3cc(S(=O)(=O)N4CCC(C)CC4)ccc32)cc1	-4
COC(=O)c1ccc2c(c1)N(C)C(=O)CO2	-2
COc1ccc(CC(=O)Nc2c(C)cc(Br)cc2C)cc1	-2
CCCn1nnc(NC(=O)c2ccc(-c3ccc(Cl)cc3)o2)n1	-10
Cc1ccc(SC2CCN(C(=O)Nc3nnc(C)s3)CC2)cc1	-2
CCOC(=O)N1CCN(C(=O)CC2C(=O)NCCN2Cc2ccccn2)CC1 (stereo unspecified)	5
COc1cc(OC)cc([C@@H]2C[C@H]3CN(C4CCCC4)C(=O)[C@]34CCCN24)c1	-5
COC(=O)[C@H]1O[C@H](c2ccc(OC)cc2)O[C@H]1c1ccc(OC)cc1	-5
COc1cccc(N=C2C(=O)N(c3ccc(I)cc3)C(=O)C2Cl)c1 (stereo unspecified)	9
Cc1ccc(-n2nc(C(=O)NC(C)C)c(=O)n(C)c2=O)cc1	0
Cc1cnc(C(=O)N2CCCC(CCc3ccccc3)C2)cn1 (stereo unspecified)	-4
CC(C)Sc1nnc(-c2cnn(-c3ccccc3)c2N)n1Cc1ccccc1	-1
COc1ccc2nc3sc(C(=O)NCc4ccco4)c(N)c3cc2c1	0
CCOc1cccc(/C=N/NC(=O)c2cc(-c3cccc(OC)c3)n[nH]2)c1O	8
S=C(c1ccc[nH]1)N1CCOCC1	3
COc1cc(N)c2nc(OCc3cccc(Cl)c3)ccc2c1	2
C=CCC1=C2c3ccccc3CC(C)(C)N2C(O)(C(=O)N2CCOCC2)C1=O (stereo unspecified)	-1
COc1cccc(N2CCN(C(=O)c3c4c(nc5ccccc35)C(=O)N(C3CCCCC3)C4)CC2)c1	-9
O=C1CNC(=O)C12CCCc1ccccc12 (stereo unspecified)	2
CCc1ccc(NC(=O)CCCn2nc(C)c3c(C)n(-c4ccccc4)nc3c2=O)cc1	-10
O=C(Nc1nnc(SCc2ccc(Br)cc2)s1)c1ccccc1Br	-3
COc1ccc(C2C3=C(CC(C)(C)CC3=O)OC(=N)C2C#N)cc1OC (stereo unspecified)	-2
CCOc1cc(C(=S)N2CCOCC2)ccc1OC(=O)Cc1ccccc1	-2
Cc1cc(C)c(NC(=O)Cn2c(=O)n(CC(=O)NCc3ccccc3Cl)c(=O)c3sccc32)c(C)c1	-5
Cc1c(NC(=O)c2cccs2)cccc1C(=O)NN1C(=O)c2ccccc2C1=O	7

Some of the compounds tested. The share of hits here may be higher or lower than overall.
